Insulin prom inh – TRM-6 insulin promoter activity inhibition; TRM-6 cells (human fetal islet line), insulin promoter-eGFP reporter, imaging; reporter expression induced with tamoxifen; inhibition, % at 2 µM; 130,000 compounds, 0.9% hits; AID 1273;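 active = inhibition above the mean plus 3 SD, with well images judged a real hit on visual review, cut at about 60% in these data, passing the limit was not always enough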
sdo1 growth – restores growth of sdo1-depleted yeast; S. cerevisiae sdo1-depleted JHY4D growth rescue, OD600 30 h; active compounds read high; pdr5 snq2 efflux-pump mutant strain; z-score at 10 µM; 140,000 compounds, 0.21% hits; AID 817;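 active = z-score above 3 at both the 24 hr and the 30 hr optical density reads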;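 also: z-score against mean and SD of all compound wells on the same plate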
sdo1 growth Rescue 24 h – further read-out of sdo1 growth, marked with its call; z-score; S. cerevisiae sdo1-depleted JHY4D growth rescue, OD600; measured here: growth rescue at 24 h;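 0 is the plate mean of compound wells and units are plate SD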
The depositor's hits bear a star; . = no result given.

CCn1c(SCC(=O)c2c(N)n(C)c(=O)n(C)c2=O)nnc1-c1ccccc1
  Insulin prom inh: 7
  sdo1 growth: 0.13
  sdo1 growth Rescue 24 h: -0.4

CN1CCC2(CC1)N=C(c1ccc(F)cc1)C(=S)N2C(=O)c1ccc(C(C)(C)C)cc1
  Insulin prom inh: .
  sdo1 growth: -0.99
  sdo1 growth Rescue 24 h: -0.21

CCCCCCCC(=O)N/N=C(\C)c1cccnc1
  Insulin prom inh: 31
  sdo1 growth: -0.58
  sdo1 growth Rescue 24 h: -1

Cc1cc(F)ccc1S(=O)(=O)Nc1ccccc1C(=O)Nc1ncn[nH]1
  Insulin prom inh: 12
  sdo1 growth: 0.09
  sdo1 growth Rescue 24 h: -0.5

Cc1ccccc1CN1C2=NCCN2c2ccccc21
  Insulin prom inh: .
  sdo1 growth: 0.63
  sdo1 growth Rescue 24 h: 1.1

COC(=O)c1ccc(NC(=O)COC(=O)c2nc3nccc(C)n3n2)cc1
  Insulin prom inh: -42
  sdo1 growth: .
  sdo1 growth Rescue 24 h: .

COC(=O)c1sc(NC(=O)COc2cccc3ccccc23)nc1C
  Insulin prom inh: -21
  sdo1 growth: -0.09
  sdo1 growth Rescue 24 h: 2.2

CCc1ccc(NS(=O)(=O)c2ccc3[nH]cc(C(=O)N4CCCCC4)c(=O)c3c2)cc1
  Insulin prom inh: -114
  sdo1 growth: 1.1
  sdo1 growth Rescue 24 h: 1.8

CCc1nnc(NC(=O)C2CC(=O)N(Cc3ccco3)C2)s1 (stereo not given)
  Insulin prom inh: .
  sdo1 growth: 0.77
  sdo1 growth Rescue 24 h: 0.73

CCSc1nc2ccccc2n1CCOc1ccccc1
  Insulin prom inh: 13
  sdo1 growth: -0.8
  sdo1 growth Rescue 24 h: -0.89

COc1ccc(OC)c(-c2cc(C3CCN(c4cc(Cl)nc(N)n4)CC3)[nH]n2)c1
  Insulin prom inh: 10
  sdo1 growth: -1.6
  sdo1 growth Rescue 24 h: -0.72

COc1ccc(C(=O)Nc2ccc(S(=O)(=O)N3CCCC3)cc2)c(OC)c1
  Insulin prom inh: -64
  sdo1 growth: 1
  sdo1 growth Rescue 24 h: 1.4

O=C1CC(N2CCC(O)(c3ccc(Cl)cc3)CC2)C(=O)N1 (stereo not given)
  Insulin prom inh: -62
  sdo1 growth: 0.43
  sdo1 growth Rescue 24 h: 0.69

CCOC(=O)c1cn(CC(=O)Nc2cccc(Cl)c2C)nn1
  Insulin prom inh: 4
  sdo1 growth: 0.88
  sdo1 growth Rescue 24 h: 0.16

COC(=O)c1cccnc1-n1c(=O)c2cccnc2n(Cc2cccc(C(F)(F)F)c2)c1=O
  Insulin prom inh: -106
  sdo1 growth: .
  sdo1 growth Rescue 24 h: .

CCOc1ccccc1C1C2C(=O)N(c3ccccc3)C(=O)C2ON1c1ccccc1 (stereo not given)
  Insulin prom inh: 57
  sdo1 growth: 0.72
  sdo1 growth Rescue 24 h: -0.64

CC12CCC(C(=O)Nc3cc(Cl)ccc3Cl)(C/C1=N\O)C2(C)C (stereo not given)
  Insulin prom inh: -39
  sdo1 growth: 0.03
  sdo1 growth Rescue 24 h: -0.35

O=C(O)/C=C/c1ccccc1Oc1ccc(Cl)cc1Cl
  Insulin prom inh: -173
  sdo1 growth: .
  sdo1 growth Rescue 24 h: .

CC(=O)c1ccc(NC(=O)C(C)OC(=O)c2ccc(NS(=O)(=O)c3ccc(F)c(F)c3)cc2)cc1 (stereo not given)
  Insulin prom inh: 15
  sdo1 growth: -0.24
  sdo1 growth Rescue 24 h: -0.79

C=CCN(c1ccc(C(=O)Nc2cccc(C)c2)cc1)S(C)(=O)=O
  Insulin prom inh: 15
  sdo1 growth: .
  sdo1 growth Rescue 24 h: .

Cc1ccc2nc(Nc3nc(CSc4nc5ccccc5s4)cc(=O)[nH]3)nc(C)c2c1
  Insulin prom inh: .
  sdo1 growth: -0.35
  sdo1 growth Rescue 24 h: 0.68

Fc1ccc(/C=C2\CCCC3=C2NC(=S)NC3c2ccc(F)cc2)cc1 (stereo not given)
  Insulin prom inh: 41
  sdo1 growth: -1.3
  sdo1 growth Rescue 24 h: -0.35

Cc1c(-n2c(SCC(=O)N(C)C3CCS(=O)(=O)C3)nc3ccccc3c2=O)c(=O)n(-c2ccccc2)n1C (stereo not given)
  Insulin prom inh: -17
  sdo1 growth: .
  sdo1 growth Rescue 24 h: .

Cc1ccc(S(=O)(=O)NCC(=O)OC(C(=O)c2ccccc2)c2ccccc2)cc1 (stereo not given)
  Insulin prom inh: 14
  sdo1 growth: 0.43
  sdo1 growth Rescue 24 h: 0.39

CC(=O)NCCC(=O)Nc1nc(C)c(Cc2ccc3c(c2)OCO3)s1
  Insulin prom inh: 0
  sdo1 growth: -0.27
  sdo1 growth Rescue 24 h: -0.32

O=C(O)/C=C\C(=O)Nc1ccccc1C(=O)NCc1ccccc1
  Insulin prom inh: 19
  sdo1 growth: -0.19
  sdo1 growth Rescue 24 h: -1.1

O=C(c1ccco1)N1CCN(CC2CC3C=CC2C3)CC1 (stereo not given)
  Insulin prom inh: -24
  sdo1 growth: -0.24
  sdo1 growth Rescue 24 h: -0.84

O=C(O)CCSc1nnc(COc2ccc([N+](=O)[O-])cc2)n1-c1ccccc1
  Insulin prom inh: 0
  sdo1 growth: .
  sdo1 growth Rescue 24 h: .

COc1ccccc1NC(=O)Cn1nc(-c2ccncc2)nc1SCC(=O)NC1CCCC1
  Insulin prom inh: -50
  sdo1 growth: .
  sdo1 growth Rescue 24 h: .

O=C(c1ccccc1)N1CCCCCC1
  Insulin prom inh: 22
  sdo1 growth: 0.65
  sdo1 growth Rescue 24 h: -1

Cc1ccccc1-c1nc(CS(=O)(=O)CC(=O)N(C)C2CCCCC2)c(C)o1
  Insulin prom inh: .
  sdo1 growth: -1.2
  sdo1 growth Rescue 24 h: -1.2

COc1ccc(C2NC(=O)NC(C)=C2C(C)=O)cc1 (stereo not given)
  Insulin prom inh: -49
  sdo1 growth: 1.3
  sdo1 growth Rescue 24 h: 1

CC(C)c1cc(C(=O)NCc2ccco2)no1
  Insulin prom inh: .
  sdo1 growth: 1
  sdo1 growth Rescue 24 h: 0.72

CC(=O)c1ccc(N2CCN(S(=O)(=O)c3c(C)[nH]c(=O)[nH]c3=O)CC2)cc1
  Insulin prom inh: -10
  sdo1 growth: .
  sdo1 growth Rescue 24 h: .

CCN1CCN(CC(O)COCc2cc(OC)c(OC)c(OC)c2)CC1 (stereo not given)
  Insulin prom inh: -41
  sdo1 growth: .
  sdo1 growth Rescue 24 h: .

O=C(Nc1cnc2ccccn2c1=O)c1ccc(F)cc1
  Insulin prom inh: -37
  sdo1 growth: 0.38
  sdo1 growth Rescue 24 h: -0.1

COc1ccc(C(=O)CSc2nnc(CN3CCCCC3)n2-c2ccc(F)cc2)cc1
  Insulin prom inh: 14
  sdo1 growth: 0.14
  sdo1 growth Rescue 24 h: 0.22

COc1ccc(NC(=S)NCc2ccco2)cc1
  Insulin prom inh: .
  sdo1 growth: -0.39
  sdo1 growth Rescue 24 h: -0.84

O=C1CCC/C(=N\NC(=O)c2ccc(COc3cccc4cccnc34)cc2)C1
  Insulin prom inh: -57
  sdo1 growth: 0.34
  sdo1 growth Rescue 24 h: 1.1

Cc1ccc(S(=O)(=O)Cn2nnnc2C(c2ccccn2)N2CCN(c3ccccc3)CC2)cc1 (stereo not given)
  Insulin prom inh: .
  sdo1 growth: -0.94
  sdo1 growth Rescue 24 h: -1.4

Single records, from the list above.
Record of Cc1ccc2nc(Nc3nc(CSc4nc5ccccc5s4)cc(=O)[nH]3)nc(C)c2c1 : Insulin prom inh = .; sdo1 growth = -0.35; sdo1 growth Rescue 24 h = 0.68
Record of Cc1ccc(S(=O)(=O)Cn2nnnc2C(c2ccccn2)N2CCN(c3ccccc3)CC2)cc1 (stereo not given) : Insulin prom inh = .; sdo1 growth = -0.94; sdo1 growth Rescue 24 h = -1.4

Following part.
CCOC(=O)C(CC)Sc1ncnc2nc[nH]c12 (stereo not given)
  Insulin prom inh: 3
  sdo1 growth: 0.3
  sdo1 growth Rescue 24 h: 0.25

CC(=O)N1CCC(=O)N(C(C)C)c2ccccc21
  Insulin prom inh: -43
  sdo1 growth: 0.97
  sdo1 growth Rescue 24 h: 0.06

CCCOc1ccc(C(=O)N2CCN(c3ccc(NC(=O)CC)cc3Cl)CC2)cc1
  Insulin prom inh: 33
  sdo1 growth: -0.07
  sdo1 growth Rescue 24 h: 0.77

O=C(O)CCSCc1ccccc1F
  Insulin prom inh: 12
  sdo1 growth: 0.44
  sdo1 growth Rescue 24 h: 0.04

O=C(Nc1ccc(F)cc1)c1oc2ccccc2c1NC(=O)C1CCCC1
  Insulin prom inh: -38
  sdo1 growth: -2.3
  sdo1 growth Rescue 24 h: -1

O=C(NNC(=O)c1ccccc1-n1cccc1)c1ccccc1
  Insulin prom inh: -10
  sdo1 growth: 0.19
  sdo1 growth Rescue 24 h: -0.52

CCSc1ncc(/C=N/Nc2ccc(F)cc2)n1C
  Insulin prom inh: .
  sdo1 growth: -2
  sdo1 growth Rescue 24 h: -1.2

CN(C)S(=O)(=O)c1cccc(C(=O)OCC(=O)N2c3ccccc3NC(=O)C2(C)C)c1
  Insulin prom inh: .
  sdo1 growth: 0.27
  sdo1 growth Rescue 24 h: -0.27

COc1ccc(NC2=C(Cl)C(=O)N(CCc3ccccc3)C2=O)cc1
  Insulin prom inh: 44
  sdo1 growth: 0.27
  sdo1 growth Rescue 24 h: 0.02

CCCC(=O)Nc1ccc2oc(-c3ccc(OC)c(Br)c3)nc2c1
  Insulin prom inh: 4
  sdo1 growth: -2.7
  sdo1 growth Rescue 24 h: -1.9

Part of the list above, set out differently.
Insulin prom inh,sdo1 growth,sdo1 growth Rescue 24 h,Molecule
-41,.,.,CCN1CCN(CC(O)COCc2cc(OC)c(OC)c(OC)c2)CC1 (stereo not given)
-37,0.38,-0.1,O=C(Nc1cnc2ccccn2c1=O)c1ccc(F)cc1
14,0.14,0.22,COc1ccc(C(=O)CSc2nnc(CN3CCCCC3)n2-c2ccc(F)cc2)cc1
.,-0.39,-0.84,COc1ccc(NC(=S)NCc2ccco2)cc1
-57,0.34,1.1,O=C1CCC/C(=N\NC(=O)c2ccc(COc3cccc4cccnc34)cc2)C1
.,-0.94,-1.4,Cc1ccc(S(=O)(=O)Cn2nnnc2C(c2ccccn2)N2CCN(c3ccccc3)CC2)cc1 (stereo not given)
3,0.3,0.25,CCOC(=O)C(CC)Sc1ncnc2nc[nH]c12 (stereo not given)
-43,0.97,0.06,CC(=O)N1CCC(=O)N(C(C)C)c2ccccc21
33,-0.07,0.77,CCCOc1ccc(C(=O)N2CCN(c3ccc(NC(=O)CC)cc3Cl)CC2)cc1
12,0.44,0.04,O=C(O)CCSCc1ccccc1F
-38,-2.3,-1,O=C(Nc1ccc(F)cc1)c1oc2ccccc2c1NC(=O)C1CCCC1
-10,0.19,-0.52,O=C(NNC(=O)c1ccccc1-n1cccc1)c1ccccc1
.,-2,-1.2,CCSc1ncc(/C=N/Nc2ccc(F)cc2)n1C
.,0.27,-0.27,CN(C)S(=O)(=O)c1cccc(C(=O)OCC(=O)N2c3ccccc3NC(=O)C2(C)C)c1
44,0.27,0.02,COc1ccc(NC2=C(Cl)C(=O)N(CCc3ccccc3)C2=O)cc1
4,-2.7,-1.9,CCCC(=O)Nc1ccc2oc(-c3ccc(OC)c(Br)c3)nc2c1

(further entries)
CCOC(=O)N1CCN(C(=O)CN(c2cccc(OC)c2)S(C)(=O)=O)CC1
  Insulin prom inh: 41
  sdo1 growth: 1.1
  sdo1 growth Rescue 24 h: 1.3

COC(=O)C1=C(C)N(C)C(C)=C(C(=O)OC)C1c1ccc(F)c(Br)c1
  Insulin prom inh: 0
  sdo1 growth: -1.4
  sdo1 growth Rescue 24 h: -1.1

CCCN(CCC)C(=O)c1ccccc1C(=O)N(CCC)CCC
  Insulin prom inh: .
  sdo1 growth: -0.59
  sdo1 growth Rescue 24 h: -0.69

Cc1occc1C(=O)N/N=C/c1ccccn1
  Insulin prom inh: 7
  sdo1 growth: .
  sdo1 growth Rescue 24 h: .

O=C(O)C(NS(=O)(=O)c1ccc(F)cc1)c1ccccc1 (stereo not given)
  Insulin prom inh: 6
  sdo1 growth: .
  sdo1 growth Rescue 24 h: .

CC(=O)Nc1cc(C(=O)N2CCOCC2)ccc1S(=O)(=O)c1ccc(C)cc1
  Insulin prom inh: 23
  sdo1 growth: 0.61
  sdo1 growth Rescue 24 h: -0.27

O=C(O)COc1ccccc1C1C2C(=O)N(c3ccc(F)cc3)C(=O)C2ON1c1ccccc1 (stereo not given)
  Insulin prom inh: .
  sdo1 growth: 0.13
  sdo1 growth Rescue 24 h: 0.68

CNC(=S)N(Cc1ccc(OC)cc1)C1CC(=O)N(c2ccc(Cl)cc2)C1=O (stereo not given)
  Insulin prom inh: 12
  sdo1 growth: -0.31
  sdo1 growth Rescue 24 h: -1.8

Oc1ccccc1Oc1ncc(Br)c(N2CCOCC2)n1
  Insulin prom inh: .
  sdo1 growth: -0.68
  sdo1 growth Rescue 24 h: -0.51

CC(C)OC(=O)CC(=O)CSc1nc2c(cc1C#N)CCCC2
  Insulin prom inh: .
  sdo1 growth: 0.26
  sdo1 growth Rescue 24 h: -0.37
